MT1-MMP act inh: blockers of MT1-MMP proenzyme processing, primary screen, HT1080 RFP-PRO-GFP cells, GFP/RFP fluorescence. Matrix metalloproteinase-14 (Homo sapiens), P50281. GFP/RFP ratio change, % at 20 µM. AID 651647, 2012. GFP/RFP ratio fluorescence, overnight; percent of plate control window, DMSO zero. 0.061% of 360,000 active;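 active = GFP/RFP ratio change of at least 30% with cell ATP level not reduced by more than half and red fluorescence within 50% of control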; note: strong numbers were not always called active
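Compound: 20 µM single dose, 1% DMSO / System: HT1080 RFP-PRO-GFP cells / Controls: DMSO and RFP-L50D-GFP cell wells / Read-out basis: GFP/RFP fluorescence ratio / Schedule: overnight compound exposure at 37 °C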
FAS-TE inh: FAS thioesterase domain inhibitors, primary screen, biochemical, fluorescence intensity, uHTS; AID 602261, 2012; inhibition, % at 15 µM; 0.67% of 360,000 active; Fatty acid synthase (Homo sapiens), P49327; recombinant FAS-TE, OMFH fluorogenic substrate, fluorescence endpoint;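 active = compounds whose normalised, plate-corrected inhibition of enzyme fluorescence in the single-dose primary screen is 50% or more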;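 note: 0% = DMSO with enzyme and 100% = substrate without enzyme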
SKN-1 inh: suppressors of acrylamide-induced Pgst-4::GFP reporter in worms, primary screen, SKN-1 inhibitor project, whole organism, uHTS, GFP/RFP fluorescence ratio, strain VP596; C. elegans VP596 Pgst-4::GFP/RFP ratio, 24 h; inhibition, % at 21.8 µM; 0.49% of 360,000 active;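 active = interference check ratio from 0.5 to 1.5 plus GFP to RFP signal ratio inhibition reaching or exceeding a fixed threshold, cut at about 30% in these data, passing the limit was not always enough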; note: some compounds called inactive have numbers as strong as hits
Rin1 Abl inh: inhibitors of Rin1-Abl protein binding, primary screen, biochemical, TR-FRET; Tyrosine-protein kinase ABL1 (Homo sapiens) + Ras and Rab interactor 1 (Homo sapiens), …; inhibition, % at 7.35 µM; 0.4% of 360,000 active; in the data active = inhibition above about 5%, passing the limit was not always enough
NRP1-CendR mod: modulators of CendR peptide binding to NRP-1, primary screen, biochemical, fluorescence polarization, uHTS; Neuropilin-1 (Homo sapiens), O14786; FAM-RPARPAR peptide binding to NRP-1; inhibition, % at 25 µM; 0.85% of 360,000 active; AID 602438, 2012;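 active = inhibition or corrected inhibition above about 18%, plus a signal ratio from 0.5 to 1.5, limit read from the data, passing the limit was not always enough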; note: strong numbers were not always called active
eLon inh: inhibitors of E. coli Lon protease, primary screen, biochemical, fluorescence polarization. P0A9M0. purified E. coli Lon protease. inhibition, % at 7.94 µM. 0.42% of 360,000 active. AID 602123, 2011; in the data active = inhibition above about 13%, passing the limit was not always enough;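 note: 0% = enzyme with probe and DMSO and 100% = no enzyme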
Target sequence (P0A9M0 whole entry, looked up): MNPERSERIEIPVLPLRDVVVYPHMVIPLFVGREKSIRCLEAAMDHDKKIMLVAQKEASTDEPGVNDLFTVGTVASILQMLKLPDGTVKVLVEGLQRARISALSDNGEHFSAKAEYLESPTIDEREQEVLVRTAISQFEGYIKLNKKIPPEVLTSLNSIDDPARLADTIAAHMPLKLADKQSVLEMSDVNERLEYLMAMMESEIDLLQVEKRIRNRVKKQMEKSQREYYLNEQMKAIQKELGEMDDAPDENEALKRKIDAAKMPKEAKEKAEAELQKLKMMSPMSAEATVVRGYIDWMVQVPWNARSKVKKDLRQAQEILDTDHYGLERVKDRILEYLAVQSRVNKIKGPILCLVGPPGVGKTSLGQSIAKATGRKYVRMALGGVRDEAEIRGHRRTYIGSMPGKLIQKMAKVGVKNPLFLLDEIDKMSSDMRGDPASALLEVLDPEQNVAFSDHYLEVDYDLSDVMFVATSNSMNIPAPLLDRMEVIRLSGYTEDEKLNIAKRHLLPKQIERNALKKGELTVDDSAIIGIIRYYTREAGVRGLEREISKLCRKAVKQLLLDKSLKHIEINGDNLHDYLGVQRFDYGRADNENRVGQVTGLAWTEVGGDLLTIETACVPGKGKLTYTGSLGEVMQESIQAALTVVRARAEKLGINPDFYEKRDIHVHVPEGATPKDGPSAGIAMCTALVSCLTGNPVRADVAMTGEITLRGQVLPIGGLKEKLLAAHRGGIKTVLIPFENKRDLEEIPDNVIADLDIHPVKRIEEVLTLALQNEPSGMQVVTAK
MLLE-PAM2 inh: inhibitors of PABP1 MLLE–PAM2 peptide binding, primary screen, biochemical, fluorescence polarization, FITC-PAM2, GST-MLLE. Polyadenylate-binding protein 1 (Homo sapiens), P11940. inhibition, % at 20 µM. 0.36% of 360,000 active; in the data active = inhibition above about 35%, passing the limit was not always enough;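 note: plate controls were DMSO wells with GST-MLLE for no effect and wells lacking GST-MLLE protein for full effect; some results filed as inactive read as strong as hits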
MsrA act: bovine MsrA enzyme activators, primary screen, biochemical, absorbance, HTS; Methionine sulfoxide reductase A (Bos taurus); purified bovine MsrA, absorbance read-out; 0.3% of 360,000 active; activation, % at 10.6 µM; in the data active = activation above about 7.5%;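 note: 0% = vehicle and 100% = reference activator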
Neddylation inh: inhibitors of cullin neddylation, primary screen, biochemical, TR-FRET, uHTS, NAE and Ubc12 | calls only at 25 µM | AID 651699, 2012 | 0.58% of 360,000 active; in the data active = inhibition above about 36%
* hit, by the source's call; i = inactive; . = not tested or not shown; + = active, no number.

The first 14 records (preview)
SMILES	MT1-MMP act inh	FAS-TE inh	SKN-1 inh	Rin1 Abl inh	NRP1-CendR mod	eLon inh	MLLE-PAM2 inh	MsrA act	Neddylation inh
O=C1CCc2cc(S(=O)(=O)N3CCCCC3)cc3c2N1CCC3	4	-14	6	2	-4	3	10	-10	i
N#C/C(=C1\CCCN1)c1nc(-c2ccccc2)cs1	-3	14	9	3	-12	-11	18	-6	i
CCOC(=O)c1sc(=NC(=O)c2ccc(OC(C)C)cc2)n(C)c1C	8	-3	-4	0	4	-6	7	-2	i
Cc1cc(Cl)ccc1NC(=O)C(=O)N/N=C/c1ccc2c(c1)OCO2	3	-5	0	4	1	-3	-6	-4	+
C[C@@H]1CN([C@H](C)CO)C(=O)CCCn2cc(nn2)CO[C@H]1CN(C)C(=O)Nc1ccc2c(c1)OCCO2	2	-9	-16	3	-6	-6	-6	-3	i
CCOC(=O)N1CCN(Cc2ccc3c(c2)OCO3)CC1	0	-6	5	-2	-8	9	-1	-4	i
O=C(NCc1ccc2c(c1)OCO2)c1c(O)nc2sccn2c1=O	9	-3	8	0	9	2	1	-3	i
Cc1onc(-c2ccccc2)c1C(=O)OCCOc1cccc(Cl)c1	1	25	6	1	0	-20	-4	-13	i
Cc1cc(C(=O)CSc2n[nH]c(N)n2)c(C)n1C1CC1	2	-13	-7	-5	6	11	5	0	i
O=C(N[C@H]1CCC(=O)N(CCSc2ccc(Br)cc2)CC1)OCc1ccccc1	1	35	13	4	10	6	4	-4	i
O=C(NCCCCNC(=O)c1ccc(Br)cc1)c1ccc(Br)cc1	9	-4	-5	-1	6	-10	0	0	i
Cc1oc(-c2cccc(Cl)c2)nc1CN1CCC(C(=O)NCC2CCCO2)CC1 (configuration not stated)	5	-4	-4	0	0	-2	5	-2	i
Cc1ccc(NC2=C(Cl)C(=O)OC2OC(=O)c2ccc(C)cc2)cc1 (configuration not stated)	-1	49	5	8	-2	0	0	-1	i
Cc1cc(NC(=O)CS(=O)(=O)c2c[nH]c3ccccc23)no1	-4	-6	-8	-1	2	2	-4	-3	i

The listing, previewed entries included:
SMILES	MT1-MMP act inh	FAS-TE inh	SKN-1 inh	Rin1 Abl inh	NRP1-CendR mod	eLon inh	MLLE-PAM2 inh	MsrA act	Neddylation inh
O=C1CCc2cc(S(=O)(=O)N3CCCCC3)cc3c2N1CCC3	4	-14	6	2	-4	3	10	-10	i
N#C/C(=C1\CCCN1)c1nc(-c2ccccc2)cs1	-3	14	9	3	-12	-11	18	-6	i
CCOC(=O)c1sc(=NC(=O)c2ccc(OC(C)C)cc2)n(C)c1C	8	-3	-4	0	4	-6	7	-2	i
Cc1cc(Cl)ccc1NC(=O)C(=O)N/N=C/c1ccc2c(c1)OCO2	3	-5	0	4	1	-3	-6	-4	+
C[C@@H]1CN([C@H](C)CO)C(=O)CCCn2cc(nn2)CO[C@H]1CN(C)C(=O)Nc1ccc2c(c1)OCCO2	2	-9	-16	3	-6	-6	-6	-3	i
CCOC(=O)N1CCN(Cc2ccc3c(c2)OCO3)CC1	0	-6	5	-2	-8	9	-1	-4	i
O=C(NCc1ccc2c(c1)OCO2)c1c(O)nc2sccn2c1=O	9	-3	8	0	9	2	1	-3	i
Cc1onc(-c2ccccc2)c1C(=O)OCCOc1cccc(Cl)c1	1	25	6	1	0	-20	-4	-13	i
Cc1cc(C(=O)CSc2n[nH]c(N)n2)c(C)n1C1CC1	2	-13	-7	-5	6	11	5	0	i
O=C(N[C@H]1CCC(=O)N(CCSc2ccc(Br)cc2)CC1)OCc1ccccc1	1	35	13	4	10	6	4	-4	i
O=C(NCCCCNC(=O)c1ccc(Br)cc1)c1ccc(Br)cc1	9	-4	-5	-1	6	-10	0	0	i
Cc1oc(-c2cccc(Cl)c2)nc1CN1CCC(C(=O)NCC2CCCO2)CC1 (configuration not stated)	5	-4	-4	0	0	-2	5	-2	i
Cc1ccc(NC2=C(Cl)C(=O)OC2OC(=O)c2ccc(C)cc2)cc1 (configuration not stated)	-1	49	5	8	-2	0	0	-1	i
Cc1cc(NC(=O)CS(=O)(=O)c2c[nH]c3ccccc23)no1	-4	-6	-8	-1	2	2	-4	-3	i
CC(C)(C)c1ccc(OCC(=O)NN2Cc3ccccc3C2=N)cc1	1	1	-11	1	-7	7	2	-2	i
CCOn1c(=O)c(-c2cccc([N+](=O)[O-])c2)[n+]([O-])c2ccccc21	0	-5	11	-2	-5	4	-4	-1	i
O=c1[nH]c(S)nc2sc3c(c12)CCCC3	2	-7	-13	-8	-7	-3	32	2	i
CSc1nnc(NC(=O)c2ccc(S(=O)(=O)N3CCOCC3)cc2)s1	-1	-7	22	-2	-1	-3	-13	-3	i
COc1cccc(-c2nnc(SCC(=O)N3CC(C)CC(C)C3)o2)c1 (configuration not stated)	-1	4	10	0	3	-5	-5	-8	i
O=C(OCC(=O)N1CCC(c2ccccc2)=N1)c1ccc([N+](=O)[O-])s1	1	18	2	1	-5	2	4	-3	i
COc1ccc(CN2C(=O)C(CC(=O)NCCCN(C)C)CC(C(=O)N(C(C)C)C(C)C)=C2C)cc1 (configuration not stated)	-1	-9	-12	-2	4	-7	-1	-5	i
Cc1ccc2c(C)c(C(=O)N3CCN(c4cnccn4)CC3)oc2c1C	-2	2	-9	-1	15	-10	7	-3	.
Cc1nc(SC(C)C(=O)c2c(N)n(C)c(=O)n(C)c2=O)c2c(C)c(C)sc2n1 (configuration not stated)	3	1	22	-3	3	4	33	3	i
O=C(CNC(=O)c1ccccc1)OCC(=O)N1c2ccccc2Sc2ccccc21	1	6	-3	-4	-13	-4	-5	-3	i
COc1ccc(Nc2ccccc2C(=O)O)cc1	1	-6	2	2	0	1	-2	-12	i
CC(=O)Nc1ccc(S(=O)(=O)N2CCN(C(=O)c3ncoc3-c3ccccc3F)CC2)cc1	2	0	2	2	-2	-3	-4	-2	i
Cc1cc(=O)oc2c(C)c(OCC(=O)N(C)C)ccc12	4	-5	-3	-1	0	1	2	-4	+
Cn1c(NCCc2ccncc2)nc2cc(-c3ccccc3)sc2c1=O	-6	-1	-14	-9	6	-12	-7	-3	i
O=C(Nc1cnn(Cc2ccc(F)cc2)c1)c1cc(-c2cccs2)on1	5	-1	3	3	-6	-6	5	-3	.
CCc1nnc(NC(=O)CCC(=O)NCCc2ccc(OC)c(OC)c2)s1	1	-5	-4	1	-13	4	-8	-2	i
Cc1ccsc1C(=O)OCC(=O)NC1CCS(=O)(=O)C1 (configuration not stated)	0	-8	-6	1	4	7	-1	-5	i
CC(=O)c1ccccc1NC(=O)COc1ccc(N(C)S(=O)(=O)c2ccc(C)c(C)c2)cc1	2	35	-11	3	-4	4	6	-13	i
O=C1c2ccccc2C(=Nc2ccccc2)C1c1cccc(Br)c1 (configuration not stated)	2	7	21	-1	-1	-4	-1	0	i
CN(C(=O)c1ccccc1)C(=O)c1ccccc1	1	-2	3	-3	1	9	10	0	i
COc1ccc(C)cc1S(=O)(=O)Nc1cccc(-c2cn3cccnc3n2)c1	2	2	-4	-1	-10	-13	10	-9	.
CSc1nnc(CCNS(=O)(=O)c2ccc(Br)cc2)n1C	3	-7	-4	-2	-10	5	-9	-3	i
c1ccc(CNCc2ccco2)cc1	-1	-2	-1	3	5	4	-5	-6	i
COc1ccc(CC(=O)OC(C)C(=O)Nc2c(C)n(C)n(-c3ccccc3)c2=O)cc1OC (configuration not stated)	-2	-10	2	-2	6	6	6	-4	i
COc1ccc(C(=O)NC(=S)NNC(=O)[C@H]2C[C@@H]2c2ccccc2)cc1OC	-1	2	-3	1	-13	1	16	-7	+
COc1ccc(/C=C(\NC(=O)c2ccc([N+](=O)[O-])cc2)C(=O)N2CCOCC2)cc1	3	82*	8	4	4	5	-7	-3	i
CCCCc1nc2sc3c(=O)n(N)cnc3c2c2c1CCCC2	2	-2	-5	2	0	-3	2	-2	i
O=C(COc1ccc2ccc(=O)oc2c1)OCc1ccccc1	5	32	11	6	-3	-4	11	-1	i
CCCCCC(=O)Nc1ccc(Cl)cn1	-1	-4	5	8	-4	-1	6	-4	i
Cc1ccc(NC(=O)CCCC(=O)O)c(Br)c1	4	-4	10	0	-9	0	12	-4	i
COC(=O)c1ccc(NC(=O)CSc2nc(N)c(NC(=O)c3ccc(Br)o3)c(=O)[nH]2)cc1	0	-3	4	-1	2	-10	8	-5	i
CCn1ncc(/C=N/NS(=O)(=O)c2ccc(Cl)cc2)c1C	0	-6	-5	3	-4	-10	-51	-5	i
COCCSc1nnc(-c2cccc(C#N)c2)n1C	1	-6	-11	4	3	-13	0	-7	i
O=C(CCC(=O)N1CCOCC1)NCCc1ccccc1	-2	-6	5	-1	11	2	10	-2	i
Cc1cccc(NC(=O)NNC(=O)c2ccc3ccccc3c2)c1	-1	-4	3	-2	13	-8	-15	0	i
O=C(COc1ncnc2scc(-c3ccc(Cl)cc3)c12)NCc1ccco1	-5	6	16	1	-13	-2	-29	-5	i
CC1(C)CC(=O)C2=C(C1)c1c(ccc3ccccc13)NC2c1ccco1 (configuration not stated)	-16	24	21	-4	-5	0	11	-2	.
CC(SC1CCCC1)C(=O)Nc1ccnn1C(C)C (configuration not stated)	4	-10	8	-1	2	5	1	-1	i
CCCCCOc1ccc(NC(=O)CSc2cccc3cccnc23)cc1	-2	22	4	3	14	-4	19	1	.
O=C(CCn1c(=S)[nH]c2ccccc2c1=O)Nc1cccc(Cl)c1	3	4	-2	-12	7	-2	-88	-3	i
CCOC(=O)C1CCN(C(=O)Cn2nc(C)c3c(C)n(-c4ccccc4)nc3c2=O)CC1	3	-3	-1	2	11	7	-10	-1	i
Cc1cc(C)c2c(c1)-c1cc(C)nn1C(c1ccc3c(c1)OCO3)N2 (configuration not stated)	4	25	28	-5	2	21*	-4	-2	i
CC(CC(=O)O)CC1=NS(=O)(=O)c2ccccc2N1 (configuration not stated)	-1	-2	16	-2	8	11	13	-2	i
O=C(NC(=S)Nc1cccc(Cl)c1Cl)C1CC1	-1	18	-11	-3	-7	-1	20	-3	i
O=C1Nc2ccc(Cl)cc2C12Nc1ccccc1-c1nnc(SCc3ccccc3F)nc1O2 (configuration not stated)	1	-3	14	-7	-4	4	0	-4	i
C[C@@H]1C[C@@H]2O[C@H]2/C=C\C=C\C(=O)Cc2c(Cl)c(O)cc(O)c2C(=O)O1	-17	-3	3	0	-39	-15	7	-3	i
Cc1ccc(-c2nnc(N3CCN(C(=O)c4ccco4)CC3)c3ccccc23)cc1	10	-6	-15	13*	-8	-12	-11	-9	i
O=[N+]([O-])c1ccc(N=Nc2ccc(O)c3ccccc23)cc1	-14	-11	1	3	-53	-53	-107	-6	i
CCc1cc2ccc(OC)cc2nc1SCC(=O)NNC(=O)c1ccco1	-8	-4	17	-2	-14	3	-15	-4	i

Compound activity deposited in PubChem BioAssay by several laboratories.
